Assay outcomes: PubChem, National Center for Advancing Translational Sciences (NCATS)
A350 fluor: qHTS Assay for Spectroscopic Profiling in A350 Spectral Region. max dye-equivalent concentration, M. 59,000 tested, 11% active. Compound autofluorescence, 340/450 nm, Alexa 350 dye-equivalents; hits give high values; in the data active = max dye-equivalent concentration above about 10 nM; inconclusive = mostly about 1.1 nM to 9.6 nM
ERK AVP inh: qHTS Assay for Inhibitors of the ERK Signaling Pathway using a Homogeneous Screening Assay. AID 995, 2007. Potency, µM (doses to about 57.5 µM), without a hit: at the highest dose activity, negative = inhibition, most hits filed as inhibitors. 72,000 tested, 0.99% active. HEK293-V1b, vasopressin-stimulated pERK AlphaScreen; also: potency is read from the fitted curve at half-maximal effect; % is scaled to controls: 0 for no effect and ±100 for the full control effect; nearly all actives have a fitted effect of over 55% in size
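Phosphorylated ERK1/2 detected via AlphaScreen bead proximity in lysates of V1b-expressing HEK293 cells given 25 nM vasopressin for 5 min after 30 min compound exposure (37 °C). AC50 from Hill equation; basal DMSO 0%, vasopressin 100%.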
BRCT PPI red: qHTS Assay for Inhibitors of BRCT-Phosphoprotein Interaction (Red Fluorophore). BRCT-phosphopeptide binding, red fluorescence polarization. AID 892, 2007. 75,000 tested, 0.03% active. Breast cancer type 1 susceptibility protein (Homo sapiens), P38398. Potency, µM (series often up to 76.9 µM), without a hit: at the top dose activity change, negative = inhibition, most hits filed as inhibitors; also: % is scaled to controls: 0 for no effect and ±100 for the full control effect
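Rhodamine-labelled pBACH1 10-mer (100 nM) bound to BRCT domain (100 nM) at pH 7.3; compounds incubated 12 min room temperature, polarization read. Free peptide defines full inhibition; unlabelled decapeptide titrated as control.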
HEK293 cAMP cs: qHTS Assay for Agonists of the Thyroid Stimulating Hormone Receptor: Activators of Intracellular cAMP Concentrations in Parental HEK 293; AID 938, 2007; 73,000 tested, 2.5% active; parental HEK293 CNG cAMP sensor, membrane potential fluorescence; Potency, µM (highest dose often 57.1 µM), for inactives: at the top dose activation, most hits filed as activators; also: potency is read from the fitted curve at half-maximal effect; % of control where 0% means no effect; nearly all actives have a fitted effect of over 55% in size
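Parental HEK 293 cells stably expressing a modified CNG channel (no TSHR) report cAMP rise as membrane depolarization. Membrane potential dye with 100 uM RO 20-1724 was loaded for 60 min at room temperature, then compound added for 30 min; fluorescence read at 590 nm.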
Caspase-7 inhib: qHTS Assay for Allosteric/Competitive Inhibitors of Caspase-7. Potency, µM (titrated, usually from 57.5 µM), for inactives: at the top dose activity change, negative = inhibition, usual class: inhibitors. recombinant caspase-7, Ac-DEVD-AFC fluorescence rate. AID 889, 2007. 75,000 tested, 0.02% active. P55210; active = well fitted inhibition curve with a large enough effect in the main read-out, with a control signal flat, not every such curve was filed as active; inconclusive = small, poorly fitted or top-dose-only effect, or a change in a side signal; also: potency is read from the fitted curve at half-maximal effect; % of control where 0% means no effect
FLuc inh: qHTS Assay for Inhibitors of Firefly Luciferase; Luciferin 4-monooxygenase (Photinus pyralis), P08659; purified firefly luciferase, luminescence, 8 min; Potency, µM (doses to about 57.1 µM), without a hit: at the top dose activity change, negative = inhibition, actives largely listed as inhibitors; 72,000 tested, 2.2% active; also: potency is read from the fitted curve at half-maximal effect; % is scaled to controls: 0 for no effect and ±100 for the full control effect; nearly all actives have a fitted effect of over 40% in size
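Inhibition of light generation by firefly luciferase from ATP and luciferin was profiled with concentration-response curves per sample, ATP held at 10 uM within the enzyme's linear range. Plates were read by luminescence after an 8-minute ambient incubation.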
USP2a inhib: qHTS Assay for Inhibitors of Ubiquitin-specific Protease USP2a. USP2a enzymatic assay, qHTS inhibition. 60,000 tested, 0.1% active. Ubiquitin carboxyl-terminal hydrolase 2 (Homo sapiens), O75604. Potency, µM (series often up to 38.3 µM), for inactives: at the top dose activity change, negative = inhibition, actives largely listed as inhibitors;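 also: potency is read from the fitted curve at half-maximal effect; nearly all actives have a fitted effect of over 60% in size; plate controls were DMSO for no effect and NEM full inhibition control for full effect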
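Coupled readout: USP2-cleaved Ub-PLA2 (20nM final) turns over NBD C6-HPC (20uM final), Ex 460nm/Em 535nm after 2.5 h, time-zero read flagging artifacts. Enzyme (20nM final, pH 8.0 Tris) given 30 min RT with compound first; NEM defines full inhibition.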
CRE Fsk mod: Cell signaling CRE-BLA (Fsk stim) | Potency, µM (titrated, usually from 38.2 µM), for the others: at the top dose activity change, negative = inhibition, hits mostly activators | 71,000 tested, 2.5% active | CHO CRE-bla reporter (cAMP response element driving beta-lactamase), forskolin EC10, beta-lactamase ratio; active = well fitted activation curve with a large enough effect in the signal ratio, with a control signal flat, not every such curve was filed as active; inconclusive = small, poorly fitted or top-dose-only effect, or effect the other way, or a change in a side signal; the % refers to the signal ratio; also: potency is read from the fitted curve at half-maximal effect; % of control where 0% means no effect
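CRE-bla CHO cells stimulated with EC10 NKH 477 (water-soluble forskolin) and compound titrations, 3 h at 37C; beta-lactamase read with CCF4 after 2 h at room temperature. Activity from 460/530 nm emission ratio, AC50 values for positive or negative modulation.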
Casp1 inh: qHTS Assay for Allosteric/Competitive Inhibitors of Caspase-1 | AID 900, 2007 | Potency, µM (series often up to 57.5 µM), for inactives: at the highest dose activity change, negative = inhibition, usual class: inhibitors | P29466 | 75,000 tested, 0.03% active | Caspase-1 enzyme, Ac-WEHD-AFC fluorogenic rate;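 also: potency is read from the fitted curve at half-maximal effect; plate controls were vehicle for no effect and no substrate for full effect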
Tau filament bind: qHTS Assay for Tau Filament Binding; recombinant tau filaments, thioflavin S fluorescence, 15 h; filaments grown with octadecylsulfate alongside compound; Potency, µM (series often up to 57.1 µM), for inactives: at the top dose activity change, negative = inhibition; 71,000 tested, 2% active;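 also: potency is read from the fitted curve at half-maximal effect; % is scaled to controls: 0 for no effect and ±100 for the full control effect; actives lower thioflavin S fluorescence by blocking filaments or displacing dye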
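Recombinant tau protein (human, 1 uM final) plus 30 uM ODS in HEPES pH 7.4 with NaCl, DTT and thioflavine S. Compound present from the start; fluorescence at 510 nm after 15 h, 37 C.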
BRCT inh green: qHTS Assay for Inhibitors of BRCT-Phosphoprotein Interaction (Green Fluorophore) | 75,000 tested, 0.05% active | Potency, µM (highest dose often 76.9 µM), inactives show at the highest dose activity change, negative = inhibition, actives largely listed as inhibitors | BRCA1 BRCT-phosphopeptide binding, green fluorescence polarization | AID 875, 2007;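 also: potency is read from the fitted curve at half-maximal effect; plate controls were peptide without protein for full effect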
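Fluorescence polarization: His-tagged BRCT (~35 kDa BRCA1 C-terminus, 250 nM) bound to 100 nM fluorescein-labeled phosphorylated 10-aa BACH1 peptide, pH 7.3 phosphate buffer with DTT and Tween 20. Compounds incubated 12 min at room temperature; inhibition read as lowered polarization.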
The depositor's hits bear a star; i = inactive; ? = inconclusive; nt = not tested or not shown; & = joins results of further samples; [ ] = remark or other dose. Unless noted, calls follow the shape of the dose curve; as a rule, active = well fitted curve in the direction sought with a large enough effect; inconclusive = small, poorly fitted or top-dose-only effect, or another doubt; inactive = no such curve, though single readings can be large; an effect the other way counts as inactive or inconclusive.

SMILES	A350 fluor	ERK AVP inh	BRCT PPI red	HEK293 cAMP cs	Caspase-7 inhib	FLuc inh	USP2a inhib	CRE Fsk mod	Casp1 inh	Tau filament bind	BRCT inh green
Cc1cccc(NC(=O)c2ccc3ccccc3n2)n1	nt	nt	-0.9%	9%	0%	nt	nt	nt	-5%	nt	-1.9%
Cn1c(C(=O)NC2CCCCC2)cc2sccc21	i	-11%	-4.1%	?	-6%	-17%	21%	-4%	1%	-1%	-1.2%
Cc1ccccc1C(=O)Nc1ccc(Br)cn1	nt	?	-4.3%	15%[11.4 µM]	0%	13µM*	-9%[7.66 µM]	?	-2%	-2%[11.4 µM]	0.5%
COc1ccc(OC)c([C@H](O)CNC(=O)CN)c1	i	-7%[25.7 µM]	0.3%[34.4 µM]	-2%[25.6 µM]	0%[25.7 µM]	3%[25.5 µM]	-3%[17.1 µM]	-10%[17.1 µM]	1%[25.7 µM]	11%[25.6 µM]	-1.7%[34.4 µM]
COc1ccc(-c2cc(C(=O)NCc3cccs3)no2)cc1OC	nt	-21%	-0.7%	2%	-4%	0%	nt	?	-1%	481%	-0.9%
Cc1ccc(C)c(N2CCN(C(=O)c3ccc(CS(=O)(=O)c4ccccc4C)o3)CC2)c1	i	?	-1.6%	?	-6%	4%	24%	?	-4%	12%	1.7%
Cc1ccc2c(c1)cc(CN(CCc1ccccc1)C(=O)N1CCOCC1)c1nnnn12	i	-26%	-0.8%	29%	1%	-2%	24%	9%	-3%	21%	7.1%
N#Cc1ccc(CN2CCCC3(CCN(C(=O)c4csnn4)CC3)C2)cc1	i	-19%	-1.0%	16%	-2%	0%[11.4 µM]	21%	-6%	-4%	5%	-1.2%
O=C(NCC(=O)N(CCN1CCOCC1)C(C(=O)NC1CCCC1)c1cccs1)c1ccco1 (stereo unspecified)	i	1%	-0.3%	2%	-1%	-1%	2%	?	3%	6%	-2.2%
O=C(CSc1ccc(Cl)cc1)Nn1cnnc1	i	4%	0.9%	0%	1%	-1%	-3%	13%	0%	-4%	-0.6%
O=C(NCc1cccs1)c1ccc(N2CCCCC2)nc1	i	-4%	1.1%	17%	0%	-16%	2%	?	3%	1%	-3.0%
COc1ccc(OC)c(C2NC(=O)NC(C)=C2C(=O)Nc2ccc(C)cc2)c1 (stereo unspecified)	nt	4%	1.2%	-3%	0%	-1%	11%	0%	1%	16%	-2.9%
Cn1c(SCC(=O)NC2CC2)nnc1-c1ccco1	i	7%	0.4%	-5%	-4%	-1%	2%	5%	2%	4%	-0.1%
Cc1cc(C(F)F)n2ncc(C(=O)NCc3ccccc3)c2n1	?	-7%	-0.8%	?	-1%	0%	56%[activator]	?	-1%	-3%	-0.9%
COc1cc(C(=O)n2nc(C)cc2C)cc(OC)c1OC	nt	-10%	-1.2%	17%[11.4 µM]	2%	1%	3%[7.66 µM]	?	0%	8%[11.4 µM]	-1.2%

Nothing new here: an excerpt of the list.
SMILES	A350 fluor	ERK AVP inh	BRCT PPI red	HEK293 cAMP cs	Caspase-7 inhib	FLuc inh	USP2a inhib	CRE Fsk mod	Casp1 inh	Tau filament bind	BRCT inh green
COc1ccc(OC)c(C2NC(=O)NC(C)=C2C(=O)Nc2ccc(C)cc2)c1 (stereo unspecified)	nt	4%	1.2%	-3%	0%	-1%	11%	0%	1%	16%	-2.9%
Cn1c(SCC(=O)NC2CC2)nnc1-c1ccco1	i	7%	0.4%	-5%	-4%	-1%	2%	5%	2%	4%	-0.1%
Cc1cc(C(F)F)n2ncc(C(=O)NCc3ccccc3)c2n1	?	-7%	-0.8%	?	-1%	0%	56%[activator]	?	-1%	-3%	-0.9%
COc1cc(C(=O)n2nc(C)cc2C)cc(OC)c1OC	nt	-10%	-1.2%	17%[11.4 µM]	2%	1%	3%[7.66 µM]	?	0%	8%[11.4 µM]	-1.2%

(listing goes on)
SMILES	A350 fluor	ERK AVP inh	BRCT PPI red	HEK293 cAMP cs	Caspase-7 inhib	FLuc inh	USP2a inhib	CRE Fsk mod	Casp1 inh	Tau filament bind	BRCT inh green
Cc1noc(C)c1S(=O)(=O)N1CCCC(C(=O)NCCc2ccccc2)C1 (stereo unspecified)	i	2%	0.7%	6%	3%	0%	-3%	-6%	1%	6%	-3.8%
COc1ccc(-n2c(SCC#N)nnc2-c2cccnc2)cc1	i	?	0.0%	13%	1%	4%	-3%	5%	1%	-17%	2.7%
COc1ccc(CCNc2ncnc3[nH]ncc23)cc1OC	i	-20%	0.4%	?	8%	3%	-9%	26%	1%	0%	-0.5%
c1csc(C(c2nnnn2C2CCCC2)N2CCOCC2)c1 (stereo unspecified)	i	6%	-1.4%	23%	0%	1%	-7%	1%	-2%	-1%	0.5%
CCOC(=O)C(CCC#N)(CCC#N)C(=O)OCC	nt	-13%	-0.3%	12%	1%	-11%	-6%	?	0%	-3%	-4.1%
Cc1ccc(S(=O)(=O)NC(=O)N2CCC(C)CC2)cc1	i	-8%	-0.3%	-2%	1%	4%	-9%	-4%	2%	3%	-0.4%
Cc1ccc(-c2csc(=S)n2CC(=O)OCC(=O)NCc2ccco2)cc1	i	?	1.9%	32µM*	-8%	-1%	12%	?	-5%	-6%	7.0%
Cn1c(CN2CCCCC2)nc2cc(NS(=O)(=O)c3ccc(Cl)cc3)ccc21	i	-3%	-1.5%	12%	-2%	1%	53%[activator]	-34%	0%	-6%	-0.8%
Cc1cccc(NC(=O)CSc2nnc(CSc3nc(C)cc(C)n3)n2Cc2ccco2)c1	i	1%	0.1%	?	0%	-1%	29%	5%	-6%	20%	0.2%
CCn1c(C(Cc2ccccc2)NC(=O)COC)nc2ccccc21 (stereo unspecified)	nt	nt	-1.7%	8%	-1%	3%	nt	-14%	-3%	-20%	1.7%
NC(=O)CSc1oc(-c2ccc(F)cc2)nc1S(=O)(=O)c1ccccc1	i	10%	-2.8%	3%	-1%	-8%	-2%	-5%	0%	-16%	-4.7%
CCOC(=O)N1CCN(S(=O)(=O)c2cc(C)c(C)cc2C)CC1	i	12%	0.7%	10%	0%	-1%	5%	5%	1%	14%	0.4%
O=C(O)c1ccc(O)cc1O	nt	3%&0%	-0.3%&0.4%	3%	-2%&-4%	nt	nt	-15%&-3%	-2%&-4%	9%&1%	-1.5%&-1.7%
COCCCN1C(=O)C(=O)/C(=C(/O)c2ccc(OC(C)C)cc2)C1c1ccncc1 (stereo unspecified)	i	-1%	1.3%	7%	0%	2%	-7%	-6%	-4%	-8%	-2.4%
Cc1nc(C)n(CC(O)COc2ccc3cc(Br)ccc3c2)n1 (stereo unspecified)	i	-3%	-0.6%	-2%	-1%	-2%	28%	4%	-1%	8%	3.0%
COCCn1c(SCC(=O)Nc2ccccc2)nc2c1c(=O)[nH]c(=O)n2C	nt	nt	-2.0%	8%	1%	-1%	nt	?	-2%	7%	-2.0%
O=C(Nc1ccon1)c1cccc(S(=O)(=O)N2CCCC2)c1	i	-2%	1.0%	12%	0%	3%	-2%	1%	2%	23%	-0.2%
O=C(O)CC(NC(=O)c1ccccc1NC(=O)c1ccccc1)C(=O)O (stereo unspecified)	nt	-19%	-1.1%	5%	1%	-6%	-4%	1%	-2%	1%	2.2%
O=C(c1cccs1)N1CCCC(c2ccccc2)C1 (stereo unspecified)	i	9%	0.7%	17%	-3%	1%	-2%	1%	1%	-12%	-2.1%
CCOC(=O)N1CCN(c2c(NCCc3ccc(OC)c(OC)c3)c(=O)c2=O)CC1	nt	6%	0.7%	3%	0%	3%	nt	-5%	-1%	-2%	-0.4%
Cc1nc2ccc3nc(NC(=O)c4ccco4)sc3c2s1	2.4e-08M*	14%	-0.5%	-6%	-2%	?	30%	?	0%	7%	4.5%

The order is random, and some 16% of all compounds hit somewhere here.
